GLS inh = glutaminase GLS (human) inhibition. actives 0.21% (n = 410,000). GLS enzymatic activity, qHTS titration. O94925. Potency, µM (series often up to 45.5 µM), for inactives: top-dose activity change, negative = inhibition, actives largely listed as inhibitors; active = well fitted inhibition curve with a large enough effect; inconclusive = small, poorly fitted or top-dose-only effect, or another doubt; inactive = no such curve, though single readings can be large or run the other way; note: potency is the fitted concentration of half-maximal effect
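Glutamate formation by hKGA was monitored fluorometrically using coupled glutamate oxidase, HRP and Amplex Red. Substrate was added as 1 mM L-glutamine solution; incubation was 30 min at RT after an initial read.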
PI4K2A block = blocks human PI4K2A kinase activity; Q9BTU6; purified PI4K2A, ADP-Glo luminescence, 1 h; stronger effect = lower value; activity change, negative = inhibition, % at 76.9 µM; actives 0.13% (n = 420,000); AID 1346378; in the data active = activity change below about -50%; inconclusive = mostly about -30% to -49%;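 note: -100% = wells without enzyme as full effect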
Target sequence (Q9BTU6 whole entry, looked up): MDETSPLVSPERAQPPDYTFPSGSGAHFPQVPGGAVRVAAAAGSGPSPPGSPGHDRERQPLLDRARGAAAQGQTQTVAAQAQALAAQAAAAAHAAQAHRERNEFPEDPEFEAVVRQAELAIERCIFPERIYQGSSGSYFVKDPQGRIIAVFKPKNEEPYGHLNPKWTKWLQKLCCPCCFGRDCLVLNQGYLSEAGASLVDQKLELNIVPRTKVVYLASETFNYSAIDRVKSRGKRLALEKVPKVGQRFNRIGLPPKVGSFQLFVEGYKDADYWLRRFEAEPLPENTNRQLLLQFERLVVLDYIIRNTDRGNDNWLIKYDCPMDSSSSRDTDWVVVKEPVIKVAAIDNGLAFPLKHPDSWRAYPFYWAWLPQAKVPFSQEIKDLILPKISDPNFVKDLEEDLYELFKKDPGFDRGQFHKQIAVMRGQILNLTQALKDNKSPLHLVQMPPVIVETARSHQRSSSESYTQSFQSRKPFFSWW
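PI4K2A activity was measured by ADP-Glo luminescence: enzyme (4 ug/mL stock) and phosphatidylinositol (1.2 mM stock) in Tris pH 7.5/MgCl2/EGTA/Triton X-100 buffer were reacted with ATP (300 microM stock) for one hour at ambient temperature.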
An asterisk follows results filed as active; ? = inconclusive. Unless noted, % is set by controls: 0 for no effect and ±100 for the full control effect.

A first look:
SMILES	GLS inh	PI4K2A block
Cc1cc(C)cc(Cn2c3ccc(NC(=S)NC4CCCCC4)cc3c(=O)n2C)c1	9%	-2
CC(C)C(=O)N1CCCC1(C)C(=O)N(C)Cc1cccc2ccccc12 (stereo not drawn)	9%	0
OC(c1cccc(Cl)c1)c1ncc(-c2ccc3ccccc3c2)[nH]1 (stereo not drawn)	11%	1
COc1cc(-c2cc3nc(NCCOc4ccccc4)ccn3n2)cc(OC)c1OC	0%	6
Cn1c(NCc2cccnc2)nc2cc(-c3cccc(C(F)(F)F)c3)sc2c1=O	8%	2
COCCCNc1ccn2nc(-c3ccc(OCCN4CCOCC4)cc3)cc2n1	5%	5

The whole of this part, previewed entries included:
SMILES	GLS inh	PI4K2A block
Cc1cc(C)cc(Cn2c3ccc(NC(=S)NC4CCCCC4)cc3c(=O)n2C)c1	9%	-2
CC(C)C(=O)N1CCCC1(C)C(=O)N(C)Cc1cccc2ccccc12 (stereo not drawn)	9%	0
OC(c1cccc(Cl)c1)c1ncc(-c2ccc3ccccc3c2)[nH]1 (stereo not drawn)	11%	1
COc1cc(-c2cc3nc(NCCOc4ccccc4)ccn3n2)cc(OC)c1OC	0%	6
Cn1c(NCc2cccnc2)nc2cc(-c3cccc(C(F)(F)F)c3)sc2c1=O	8%	2
COCCCNc1ccn2nc(-c3ccc(OCCN4CCOCC4)cc3)cc2n1	5%	5
CN(C)C(=O)c1cccc(-c2cccc(-c3nc(C(=O)NCc4ccccc4)cc4c3[C@@H](CCO)N(S(=O)C(C)(C)C)C4)c2)c1 (stereo partly drawn)	12%	-1
CC(=O)c1cc2cccc(OC3(C)CCN(Cc4ccc(-c5ccccn5)cc4)C3)c2o1 (stereo not drawn)	-2%	-1
COc1cc(-c2cc3nc(NCc4cccs4)ccn3n2)cc(OC)c1OC	3%	-1
CCNC(=O)c1cc2c(c(-c3cccc(-c4cccc(C(=O)N(C)C)c4)c3)n1)[C@@H](CCO)N(S(=O)C(C)(C)C)C2 (stereo partly drawn)	18%	-11
O=C(Nc1ccc(F)c(Cl)c1)c1cc(C2CCCCN2C(=O)c2cccs2)on1 (stereo not drawn)	1%	3
OC(c1ccc(F)c(F)c1)c1ncc(-c2ccc(Cl)cc2)[nH]1 (stereo not drawn)	10%	0
O=C(NCc1cccs1)c1ccc2sc([C@H]3C[C@H](O)[C@@H](CO)O3)nc2c1	0%	2
COc1ccc(NC(=O)C2(C)CCN2C(=O)C(C)C)cc1F (stereo not drawn)	4%	1
CC1(C(=O)NCc2cccs2)Cc2c(-c3ccc(C(N)=O)cc3)ccnc2O1 (stereo not drawn)	-3%	3
O=C(Cn1cc(COc2ccc(Cl)c(Cl)c2)nn1)NS(=O)(=O)c1ccccc1OC(F)(F)F	22%	-2
COc1cccc(-c2cnc3c(NC(C)=O)cc(-c4cccc(C(=O)NCCN(C)C)c4)cn23)c1	6%	4
CCc1nc2ccc(C(=O)NCCOc3ccc(OC)cc3)cn2c1N(CC)Cc1ccc(OC)c(OC)c1	10%	-4
CN1CCCCC1(C)C(=O)NCc1ccc(C(C)(C)C)cc1 (stereo not drawn)	0%	-4
CCNC(=O)c1cc2c(c(-c3cccc(-c4ccccc4F)c3)n1)[C@@H](CCO)N(C(=O)CC)C2	1%	1
CN(NC(=O)C(=O)NCc1ccco1)C(=O)Nc1ccc(Cl)cc1	14%	0
CN(C)CCN1CCN(C2CN(CCc3ccccc3)S(=O)(=O)C2)CC1 (stereo not drawn)	-14%	2
O=c1[nH][nH]c2c1[C@H](c1ccc(F)cc1)O[C@H](CCC(F)(F)F)C2	11%	-14
O=C(NCCNC(=O)c1ccc(Cl)cc1Cl)c1ccc(Cl)cc1Cl	1%	0
O=C(Nc1ccc(Oc2ccccc2)cc1)c1csc([C@H]2C[C@H](O)[C@@H](CO)O2)n1	-2%	3
(list continues)
SMILES	GLS inh	PI4K2A block
CCCCN(C)c1c(C)nc2ccc(C(=O)N(C)Cc3ccco3)cn12	6%	-1
Fc1ccc(CNc2ccn3nc(-c4ccccc4)cc3n2)cc1	7%	-3
CCc1ccc(NC(=O)CCCOc2cc(=O)n(C)c3ccccc23)cc1	15%	-3
COc1ccc(CCCNC(=O)C2Cc3c(-c4ccccc4)ccnc3O2)cc1 (stereo not drawn)	-2%	0
CC(C)c1ccc(CNc2nc(NCC3CC3)nc3ccsc23)cc1	2%	-1
COc1ccc(C(C)(O)c2nc(/C=C/c3ccccc3)cs2)cc1 (stereo not drawn)	3%	2
CC1(C(=O)NS(=O)(=O)c2cccc(C#N)c2)CCN1C(=O)CCC1CCCC1 (stereo not drawn)	2%	-6
COc1ccc(Cn2cc(CN3CC(N4CCN(CCN(C)C)CC4)CS3(=O)=O)nn2)cc1 (stereo not drawn)	0%	-11
CC(C)(C)S(=O)N1Cc2cc(C(=O)NCC(F)(F)F)nc(-c3cccc(-c4cccc(F)c4)c3)c2[C@H]1CCO (stereo partly drawn)	15%	-1
O=C(NC1CCCC1)C1c2ccccc2OCC(=O)N1C1CC1 (stereo not drawn)	0%	-1
CC(=O)OC[C@@H]1CN(Cc2ccccc2)C[C@H](n2cnc3c(NC4CC4)ncnc32)O1	15%	-4
CCOC1=C2[C@H](c3cccc(Cl)c3)N(S(=O)(=O)c3ccc(C)cc3)C[C@H]2n2c(=O)n(-c3ccccc3)c(=O)n2C1	20%	2
COC(=O)c1ccc2nc(-c3ccco3)c(Cc3ccccc3C(F)(F)F)n2c1	2%	-30
COc1ccc(C(c2nnnn2C2CCCC2)N2CCN(C/C=C/c3ccccc3)CC2)cc1 (stereo not drawn)	3%	-1
COC(=O)C1=C(C)NC(COC(N)=O)=C(C(=O)OC(C)C)C1c1cccc(Cl)c1Cl (stereo not drawn)	-3%	4
O=C(NCc1ccc(F)cc1F)[C@@H]1CCCN1C(=O)[C@@H]1CCCN1C(=O)c1ccccc1	4%	-5
CC(=O)c1ccc(Nc2nc(C(N)COCc3ccccc3)cs2)cc1 (stereo not drawn)	3%	-1
COC(=O)c1ccc2nc(-c3ccco3)c(Cc3cccc(F)c3)n2c1	-8%	-15
FC(F)C(F)(F)Oc1cccc(Nc2nccn3c(-c4cc(C(F)(F)F)cc(C(F)(F)F)c4)cnc23)c1	6%	-1
COc1ccc(S(=O)(=O)NC(=O)C2(C)CCN2C(=O)Cc2cc(F)ccc2F)cc1 (stereo not drawn)	-6%	2
CCNC(=O)C1(C)CCCN(Cc2cccc(Oc3ccccc3)c2)C1 (stereo not drawn)	-8%	0
CCOC(=O)C1=CCN(S(=O)(=O)c2ccccc2F)C1c1cccc(F)c1 (stereo not drawn)	0%	0
O=C(OCc1ccccc1)N1CCC2CC1c1cc(N3CCN(S(=O)(=O)c4cccc5ccccc45)CC3)ccc12 (stereo not drawn)	-8%	0
CCNC(=O)C1(C)CCN(C(=O)c2cccc(OC(F)(F)F)c2)C1 (stereo not drawn)	3%	1
COCCNC(=O)C1(C)CCCN(C(=O)CCc2ccccc2)C1 (stereo not drawn)	-10%	4

Random excerpt: 4 compounds from above.
SMILES	GLS inh	PI4K2A block
CC(=O)c1ccc(Nc2nc(C(N)COCc3ccccc3)cs2)cc1 (stereo not drawn)	3%	-1
CCNC(=O)C1(C)CCN(C(=O)c2cccc(OC(F)(F)F)c2)C1 (stereo not drawn)	3%	1
CCc1ccc(NC(=O)CCCOc2cc(=O)n(C)c3ccccc23)cc1	15%	-3
COCCNC(=O)C1(C)CCCN(C(=O)CCc2ccccc2)C1 (stereo not drawn)	-10%	4

Continuation:
SMILES	GLS inh	PI4K2A block
COc1ccc(-c2cnc3c(NC(C)=O)cc(-c4ccsc4)cn23)cc1OC	-4%	-10
CCOC(=O)[C@]12CCC=C1N(Cc1cccc3ccccc13)C(=O)[C@H](CC(=O)NCCCN1CCCC1=O)C2	18%	-1
COc1ccccc1CNc1nc(NCCOc2ccccc2)c2sccc2n1	1%	4
Nc1ncnc2c1ncn2[C@@H]1O[C@H](C(=O)N2CCN(c3nc4ccccc4o3)CC2)[C@@H](O)[C@H]1O	1%	?
CC1(C(=O)NCc2cccs2)Cc2c(-c3ccc4c(c3)OCO4)ccnc2O1 (stereo not drawn)	-3%	-4
COc1ccc(-c2nc3ccc(C)cn3c2Cc2ccc(C)cc2)cc1OC	-7%	-3
CC1=C(C(=O)N2CCOCC2)CC(CC(=O)NCc2cccs2)C(=O)N1CCCN1CCCC1=O (stereo not drawn)	3%	3
O=C(NCc1cccc(F)c1)Nc1nnc([C@H]2C[C@H](O)[C@@H](CO)O2)s1	2%	-3
Cc1ccc(S(=O)(=O)N2C[C@H]3C(=O)C[C@@H](c4ccccc4)N(S(=O)(=O)c4ccccc4C)[C@H]3C[C@H]2c2ccccc2)cc1	-3%	2
COCCNC(=O)c1ccc(-c2cn[nH]c2)c2ccoc12	-4%	1
C=C1C(=O)[C@]23C[C@H]1CCC2[C@@]1(C)C(C[C@@H]3O)[C@](C)(C(=O)OC)CC[C@@H]1OC(C)=O (stereo partly drawn)	-3%	-9
OC[C@@H]1CN(Cc2ccc3c(c2)OCO3)C[C@H](n2cnc3c(NCc4ccncc4)ncnc32)O1	3%	-1
CC(C)Nc1ncnc2c1ncn2[C@H]1CN(C2CCCC2)C[C@@H](CO)O1	1%	4
CC[C@@H]1Cc2[nH][nH]c(=O)c2[C@@H](c2ccc(F)cc2)O1	16%	-10
CCCCC(=O)N(C)c1c(CC)nc2c(OCc3ccccc3C)cccn12	2%	-1
O=c1n2c(c(O)n1C1CCCCC1)C(c1ccccc1)=Nc1ccccc1C2	-6%	-1
COc1ccccc1CNC(=O)c1cc(-c2ccc(F)cc2C)n[nH]1	-3%	2
COc1cc(-c2cc3nc(NCc4ccco4)ccn3n2)cc(OC)c1OC	0%	-3
CCCNC(=O)C1(C)CCCN(CCC(=O)c2ccccc2)C1 (stereo not drawn)	8%	2
COc1ccc(-c2cc(C(=O)NCc3cccc(Cl)c3)[nH]n2)c(C)c1	-1%	5
COc1ccc(-c2nc3c4ccccc4ccn3c2Cc2ccsc2)cc1OC	-5%	-4
CC(C)(C)OC(=O)N1CCC[C@H]1C(=O)N1CCC[C@H]1C(=O)NCc1ccc(F)cc1F	-12%	6
COc1cccc(C(NC(C)=O)c2nc(-c3cccnc3)cs2)c1 (stereo not drawn)	0%	-2
CC(C)C[C@H]1CN([C@@H](Cc2ccccc2)CN2CCC[C@H]2CN2C(=O)C(=O)NC[C@@H]2Cc2ccc(O)cc2)C(=O)C(=O)N1CC1CCCCCC1	-11%	1
CC1(C(=O)NS(=O)(=O)c2ccccc2)CCN1C(=O)C1(c2ccccc2)CCCC1 (stereo not drawn)	2%	-6
Other entries follow:
SMILES	GLS inh	PI4K2A block
CCOC(=O)C(=O)N(C)c1c(CC)nc2c(OCc3ccc(Cl)cc3)cccn12	2%	-5
c1ccc(SC23CCCCN(CCC2)C32OCCO2)cc1 (stereo not drawn)	3%	-4
CSc1ccc(CNC(=O)C2(C)CCCN2C)cc1 (stereo not drawn)	12%	-4
COc1ccccc1N1CCN(Cc2cc(=O)oc3cc(C)cc(C)c23)CC1	4%	0
COc1ccc(C(=O)Nc2c(F)c(F)c(F)c(F)c2F)cc1OC	-1%	6
CCCc1ccc(C(O)c2ncc(-c3ccccc3)[nH]2)cc1 (stereo not drawn)	6%	1
OC[C@@H]1CN(Cc2cccs2)C[C@H](n2cnc3c(NCc4ccncc4)ncnc32)O1	15%	-5
CCCCN(C)C(=O)c1ccc(Nc2nc(C(N)COCc3ccccc3)cs2)nc1 (stereo not drawn)	-1%	-7
COC(=O)[C@]12CCCCC=C1N(CCC1=CCCCC1)C(=O)[C@H](CC(=O)N1CCSCC1)C2	-15%	-3
OC[C@@H]1CN(Cc2ccco2)C[C@H](n2cnc3c(N4CCN(c5ccccc5)CC4)ncnc32)O1	21%	-1
Cc1cn([C@H]2C[C@H](O)[C@@H](/C=C/C(=O)NCc3cccc4ccccc34)O2)c(=O)[nH]c1=O	0%	2
CCOC(=O)[C@]12CCCC=C1N(Cc1ccc3c(c1)OCO3)C(=O)[C@H](CC(=O)NCc1ccc(C)o1)C2	-10%	1
CCCc1ccc2c(C(F)(F)F)cc(C(F)(F)F)cc2n1	1%	5
CC(O)(c1ccc(F)c(F)c1)c1nc(-c2ccncc2)cs1 (stereo not drawn)	4%	1
O=C(c1ccccn1)N(Cc1ccco1)C1(C(=O)Nc2ccc(Br)cc2)CCCCC1	-7%	1
N#Cc1ccc(S(=O)(=O)N2CCCCC2c2cc(C(=O)NCc3ccccc3)no2)cc1 (stereo not drawn)	1%	0
COc1ccc2c(c1)CCC(=O)[C@H](O)C[C@H](c1ccccc1)OC2=O	-10%	-7
O=C(Cn1cc(-c2ccccn2)nn1)NS(=O)(=O)c1cccc(OC(F)F)c1	-5%	6
CCCNC(=O)C1(C)CCCN(Cc2ccccc2F)C1 (stereo not drawn)	13%	-6
CS(=O)(=O)N1CCCCC1c1cc(C(=O)NCc2ccc(Cl)c(Cl)c2)no1 (stereo not drawn)	-1%	-2
COCCOC(=O)N1CCCCC1c1cc(C(=O)Nc2cccc3c2CCCC3)no1 (stereo not drawn)	-8%	4
COc1ccccc1NC(=O)Nc1nnc([C@H]2C[C@H](O)[C@@H](CO)O2)s1	-10%	-2
COc1ccc(-c2cnc3cccnn23)cn1	3%	-13
Cc1cccc(COC[C@H](Cc2ccccc2)N2CCN(C(=O)c3ccc(C(F)(F)F)cc3)CCC2=O)c1	-4%	-3
CN(Cc1ccccc1)C(=O)c1ccc(Nc2nc(C(N)Cc3ccccc3)cs2)nc1 (stereo not drawn)	4%	-2

Screening results: PubChem, National Center for Advancing Translational Sciences (NCATS)

This is a subset (hit frequency here may not be typical).
